High-throughput results from PubChem BioAssay.
CHRM4 antagonist: antagonists of human muscarinic M4 receptor (CHRM4); AID 624125; 0.73% of 360,000 active; inhibition, % at 3 µM; CHO-hM4 cells, ACh EC80, Fluo-8 calcium fluorescence; P08173;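 active means inhibition above its plate's cutoff, the mean inhibition of sample wells plus 3 SD, cut at about 27% in these data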;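 further: 0% = acetylcholine EC80 with DMSO and 100% = DMSO without agonist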
CHRM5 antagonist: antagonists of human muscarinic M5 receptor (CHRM5). inhibition, % at 3 µM. P08912. 0.59% of 360,000 active. CHO-hM5 cells, Fluo-8 calcium fluorescence, ACh EC80. AID 624040;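 active means inhibition above a per-plate cutoff, the mean of that plate's test compounds plus 3 SD, cut at about 27% in these data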;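 further: 0% = acetylcholine EC80 with DMSO and 100% = DMSO without agonist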
M1 PAM: positive allosteric modulators of human M1 muscarinic receptor; 0.088% of 360,000 active; activation, % at 3 µM; P11229; CHO-K1 hM1, Fluo-8 calcium fluorescence, ACh EC20; 0% = ACh EC20, 100% = maximal ACh; in the data active means activation above about 19%, passing the limit was not always enough
Target sequence (P11229 whole entry, looked up): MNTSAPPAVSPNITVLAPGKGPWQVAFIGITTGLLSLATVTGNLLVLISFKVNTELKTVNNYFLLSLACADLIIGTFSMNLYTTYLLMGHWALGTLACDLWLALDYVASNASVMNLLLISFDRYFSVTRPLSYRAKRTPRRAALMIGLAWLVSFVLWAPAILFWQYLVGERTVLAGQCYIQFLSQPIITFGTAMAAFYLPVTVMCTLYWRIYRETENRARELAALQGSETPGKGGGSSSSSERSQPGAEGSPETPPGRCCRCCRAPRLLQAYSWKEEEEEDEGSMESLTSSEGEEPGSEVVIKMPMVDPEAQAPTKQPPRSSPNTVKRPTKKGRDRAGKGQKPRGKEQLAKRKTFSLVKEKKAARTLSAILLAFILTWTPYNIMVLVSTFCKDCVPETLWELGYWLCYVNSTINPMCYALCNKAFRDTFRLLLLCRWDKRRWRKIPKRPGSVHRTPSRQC
M4 ag: agonists of human muscarinic M4 receptor (CHRM4) | activation, % at 3 µM | CHO-K1 hM4/Gqi5, Fluo-8 calcium fluorescence; vehicle 0%, full acetylcholine response 100% | P08173 | 0.14% of 360,000 active | AID 624127;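 active means activation above the run mean over all test wells plus 3 SD, cut at about 32% in these data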;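 further: peak over basal fluorescence ratio per well then scaled between controls; 0% = DMSO wells and 100% = acetylcholine at EC100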
TAAR1 ag: human TAAR1 agonism; CHO RD-HGA16 TAAR1, Fluo-8 calcium fluorescence; vehicle wells 0%, saturating PEA agonist 100%; 0.99% of 360,000 active; Q96RJ0; activation, % at 3 µM;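 active means activation above the mean activation of all test compounds in the run plus 3 SD, cut at about 38% in these data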
Target sequence (Q96RJ0 whole entry, looked up): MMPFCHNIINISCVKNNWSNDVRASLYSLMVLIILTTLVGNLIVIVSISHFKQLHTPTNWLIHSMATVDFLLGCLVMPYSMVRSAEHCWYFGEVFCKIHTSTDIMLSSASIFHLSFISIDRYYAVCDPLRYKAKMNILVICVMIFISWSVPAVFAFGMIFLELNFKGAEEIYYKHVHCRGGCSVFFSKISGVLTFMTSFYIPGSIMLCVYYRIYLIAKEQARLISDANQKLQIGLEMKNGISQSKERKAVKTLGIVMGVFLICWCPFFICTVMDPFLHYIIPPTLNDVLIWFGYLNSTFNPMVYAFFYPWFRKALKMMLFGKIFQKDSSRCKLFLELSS
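System: CHO RD-HGA16 cells carrying human TAAR1 plus Gα16; Incubation: 17-24 h seeding, 75 min 37 °C dye, 30 min RT; Measured by: Fluo-8 fluorescence, 5 s baseline then 140 s kinetic read; Control set: DMSO and PEA EC100; Replication: single well for each compound.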
M5 PAM: potentiates acetylcholine response at human M5 receptor; P08912; 0.3% of 360,000 active; CHO-K1 hM5, Fluo-8 calcium, ACh EC20 PAM; 0% = ACh EC20, 100% = ACh EC100; AID 624038; activation, % at 3 µM;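 active means activation above the run cutoff, the mean activation of all test compounds plus 3 SD, cut at about 18% in these data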
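Replicates: One well per compound, no replicates | System: Human M5 receptor in CHO-K1 cells | Benchmarks: Low control EC20 acetylcholine (0%), high control EC100 acetylcholine (100%) | Probe or stimulus: Acetylcholine, EC20 level | Times: Fluo-8 loading 80 min at 37 °C plus 30 min room temperature | Signal: Intracellular calcium via Fluo-8 fluorescence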
M5 ag: agonists of human muscarinic M5 receptor (CHRM5) | P08912 | CHO-K1 hM5 cells, Fluo-8 calcium fluorescence; 0% DMSO wells, 100% maximal acetylcholine response | activation, % at 3 µM | 0.19% of 360,000 active | AID 624037;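 active means activation above the run's mean over test compounds plus 3 SD, cut at about 23% in these data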;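 further: signal is peak over basal fluorescence ratio across the kinetic read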
CHRM1 antagonist: human CHRM1 antagonism; CHO-K1 hM1, Fluo-8 calcium fluorescence, ACh EC80 antagonist; inhibition, % at 3 µM; 1.3% of 360,000 active;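 active means percent inhibition above its own plate's cutoff, namely the mean of that plate's compound wells plus 3 SD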;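 further: peak over basal fluorescence ratio during 140 s after agonist addition; 0% = ACh EC80 plus DMSO and 100% = DMSO alone without agonist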
M1 ag: agonists of human M1 muscarinic receptor; 0.33% of 360,000 active; P11229; activation, % at 3 µM; CHO-K1 hM1, Fluo-8 calcium fluorescence, agonist mode; 0% DMSO, 100% acetylcholine EC100; AID 588814;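 active means activation above the run's mean compound activation plus 3 SD, cut at about 16% in these data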;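 further: peak over basal fluorescence ratio within a 140 s kinetic read after compound addition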
* hit, by the source's call; · = no result given.

SMILES | CHRM4 antagonist | CHRM5 antagonist | M1 PAM | M4 ag | TAAR1 ag | M5 PAM | M5 ag | CHRM1 antagonist | M1 ag
COc1ccc(CNCCC(c2ccc(OC(C)C)cc2)C(C)C)cc1OC (stereo unspecified) | 8 | 3 | -17 | 13 | 24 | 0 | 11 | 16 | -9
COc1cccc2cc(CC(=O)c3cc(C)ccc3C)c(=O)oc12 | 7 | 9 | -13 | 22 | 10 | -10 | 2 | 25 | -2
Cc1ccc(NC(=O)Cc2nnc(SCC(=O)Nc3ccccc3)n2C)cc1 | -9 | 0 | 10 | 1 | 1 | -1 | 3 | -15 | -1
COc1ccccc1NC(=O)N1CCCC1 | -1 | 3 | 10 | 1 | 3 | 4 | 1 | -5 | -4
COC(=O)/C(=C\c1ccc([N+](=O)[O-])o1)NC(=O)c1ccccc1 | -6 | 0 | 8 | 1 | 1 | -2 | -1 | -21 | -1
COc1ccc(CNC(=O)CCCn2c(SCC#N)nc3cc4c(cc3c2=O)OCO4)cc1 | 9 | -3 | -1 | -1 | 4 | -1 | 1 | 4 | -3
CC1(C)CC(=O)C=C(NCc2ccncc2)C1 | 6 | -1 | 5 | 2 | 4 | -5 | 2 | -5 | -5
Cc1ccc(C(=O)NCC(=O)Nc2ccc3c(c2)OCCO3)cc1 | -23 | 4 | 10 | 1 | -1 | -2 | -4 | -14 | -4
CCOc1ccc(OCCOCCn2ccnc2)cc1 | 10 | 1 | 3 | 0 | 14 | 0 | -4 | -20 | -4
OCCN(CC#CCn1c2ccccc2c2ccccc21)CCO | -8 | 6 | 16 | 8 | 4 | -2 | -12 | -7 | -5
CC[C@H](C)[C@H](NC(N)=O)C(=O)NCCc1ccc(OC)c(OC)c1 | -17 | 0 | 5 | 1 | 2 | 6 | -4 | 2 | -2
CC(Cc1ccccc1)NC(=O)CCNNC(=O)c1ccncc1 (stereo unspecified) | 0 | 7 | -8 | -1 | 2 | -9 | 0 | 10 | -3
Cc1ccc(NC(=O)c2cc(N3C(=O)C4CC=CCC4C3=O)ccc2N2CCOCC2)cc1Cl (stereo unspecified) | 1 | -12 | 6 | 1 | · | 0 | -3 | -2 | 0
CCCCCc1nnc(NC(=O)Cc2cccs2)s1 | 1 | 6 | 4 | -1 | 4 | -7 | -3 | -8 | 0
COc1ccc(CCNC(=O)CNCC(c2ccccc2)N(C)C)cc1OC (stereo unspecified) | -2 | 4 | 1 | 0 | 4 | -1 | -4 | -6 | -8
CCCCn1c(N)c(N(CCOC)C(=O)COC(=O)CSc2cc(C)c3ccccc3n2)c(=O)[nH]c1=O | 10 | 0 | -5 | 0 | 1 | 3 | -9 | -2 | -6
CC1=C(C(=O)Nc2cccc(C)c2C)C(c2cccs2)NC(=S)N1 (stereo unspecified) | -10 | -3 | 8 | 2 | 0 | 8 | 0 | 0 | -1
CN(C1CCCCC1)S(=O)(=O)c1ccc(C(=O)O)cc1 | -8 | -3 | 15 | 1 | 1 | 3 | -1 | -15 | 1
CCc1nnc(NC(=O)c2cc(S(=O)(=O)N(C)c3ccc(OC)cc3)ccc2Cl)s1 | -8 | -10 | 19 | 2 | 1 | 8 | 4 | -8 | 1
CC(C(=O)OCC(=O)c1ccc([N+](=O)[O-])cc1)N1C(=O)C2C3CCC(C3)C2C1=O (stereo unspecified) | 3 | 5 | 6 | 3 | 5 | -3 | 0 | -1 | -8
Cc1ccc(C)c(NC(=O)C(c2ccccc2)N2CCN(CC(=O)N3CCOCC3)CC2)c1 (stereo unspecified) | -4 | 5 | 7 | 4 | 15 | -1 | 0 | -5 | -1
CCC(Oc1ccccc1)C(=O)Nc1ncc([N+](=O)[O-])s1 (stereo unspecified) | -6 | 6 | -10 | 11 | 15 | -11 | 8 | 9 | 0
Cc1ccc2nc(NC(=O)CSc3nc4c(c(=O)n3C)SC(C)C4)sc2c1 (stereo unspecified) | -3 | -10 | -3 | 3 | · | -5 | -2 | 3 | -2
COc1ccc(S(=O)(=O)Nc2cccc3c2O[C@H](CN(C)S(=O)(=O)c2ccc(OC)cc2)[C@@H](C)CN([C@H](C)CO)C3=O)cc1 | -17 | -9 | 0 | 2 | 4 | -1 | 0 | -2 | -5
COC(=O)c1sccc1NS(=O)(=O)c1ccc(OC)cc1 | -8 | -4 | -1 | 3 | 10 | -5 | -5 | -17 | -8
Cc1ccccc1OCC(=O)Nc1nnc(COc2ccccc2)s1 | -2 | 3 | 5 | 1 | -1 | 2 | -4 | 1 | -2
CC(C)(C)Cc1c(-c2ccccc2)nc2ccc(Cl)cn12 | 1 | 3 | -17 | 0 | 3 | -9 | -2 | 27* | -7
Cc1ccsc1/C=C1\Oc2cc(OCC(=O)c3ccccc3)ccc2C1=O | 0 | -5 | 8 | 1 | 2 | -6 | 0 | -1 | -9
CCOC(=O)C(=CNc1ccc(N2CCCCC2)c(S(=O)(=O)Nc2ccccc2OC)c1)C(=O)OCC | 11 | 18 | -6 | -1 | 10 | -6 | -1 | 13 | -2
O=C(NCCN1CCOCC1)C1CCC(CNS(=O)(=O)c2ccccc2)CC1 (stereo unspecified) | 4 | 3 | -4 | 0 | 6 | -5 | 0 | 12 | -9
CC(=O)Nc1cc[n+](CC(=O)c2cccc([N+](=O)[O-])c2)cc1 | 2 | -2 | 4 | 0 | 3 | 7 | -1 | -12 | -8
O=C(CS(=O)(=O)c1ccc(Cl)cc1)NCCS(=O)(=O)c1ccc(Cl)cc1 | -11 | 4 | 2 | 4 | 4 | -7 | 1 | -6 | -3
COc1ccc(C(=O)COC(=O)c2ccc3c(c2)NC(=O)CS3)c(OC)c1 | -12 | 12 | 1 | 15 | 11 | -16 | 7 | -9 | 2
O=C(Nc1nnc(CCN2CCCCC2)s1)c1ccc(Cl)cc1Cl | 0 | -5 | 4 | 1 | 0 | -1 | -20 | -11 | -7
CCN(CC)CCC(C)OC(=O)c1ccc(O)cc1O (stereo unspecified) | 0 | 9 | 2 | 2 | 2 | 0 | -11 | -5 | -6
CCOc1c(Br)cc(C2NC(=O)CCC2[N+](=O)[O-])cc1OC (stereo unspecified) | -2 | 5 | 4 | 1 | 7 | 1 | -2 | -2 | 4
Cc1ccc(C)c(NC(=O)CCN2CCN(CCO)CC2)c1 | 6 | 5 | 18 | 0 | 1 | 0 | 1 | -24 | 0
COc1cccc(NC(=O)CN(c2ccc(C)cc2)S(=O)(=O)c2c(C)nn(C)c2C)c1 | 16 | -1 | 4 | 2 | 4 | -1 | -3 | -1 | -5
CCOc1ccc(-c2cc(C(=O)Nc3ccc(C)c(NS(C)(=O)=O)c3)[nH]n2)c(C)c1 | -2 | 17 | -9 | 10 | 5 | -5 | 4 | 17 | -2
O=C(NC1CCCCCC1)c1ccc(=O)n(Cc2ccccc2)n1 | -2 | 9 | 7 | 9 | 2 | -1 | -1 | -6 | -3
Clc1ccc2c(c1)-c1ccccc1C1=NCCN12 | -6 | -6 | 0 | 1 | 5 | -1 | 0 | -3 | -8
O=C(O)CCSc1nnc(COc2ccc([N+](=O)[O-])cc2)n1-c1ccccc1 | 1 | -3 | 8 | 1 | 0 | 5 | -3 | -4 | -8
COC(=O)[C@H](Cc1ccc(O)cc1)NC(=O)Cn1ccc(NC(=O)OCc2ccccc2)nc1=O | 0 | 2 | 6 | 1 | 13 | 0 | -1 | -2 | -5
Cc1ccc(Nc2nc3ccccc3s2)c(C)c1 | -1 | -8 | -10 | -2 | -2 | -6 | -5 | 16 | -9
Cc1nn(CC(=O)N2CCC(C(N)=O)CC2)c(=O)c2nn(-c3ccccc3)c(C)c12 | 5 | 1 | 14 | 0 | 4 | 1 | -1 | -16 | -2
COc1ccc(CCNC(=O)c2cc(-c3ccncc3)nc3c(Cl)cccc23)cc1OC | 11 | 14 | -12 | 22 | 5 | -20 | -2 | 38* | -3
CC1CCC2(CC1)NC(=O)N(NC(=O)CCl)C2=O (stereo unspecified) | 2 | 1 | 2 | 1 | 0 | -8 | -1 | 1 | -6
CCOC(=O)c1cc(=O)n2[nH]c(-c3ccc(C)cc3)cc2n1 | -1 | 0 | 8 | 0 | 0 | 2 | -2 | -4 | -2
CN(C)S(=O)(=O)c1cccc(NC(=S)N(CCC#N)Cc2cccnc2)c1 | 4 | -3 | 7 | 1 | 1 | 3 | 1 | -10 | -6
c1ccc2sc(N3CCOCC3)nc2c1 | -6 | -7 | 5 | 0 | 0 | 3 | 2 | -3 | -5
COc1ccc([N+](=O)[O-])cc1N(CC(=O)NC(C(C)C)C(C)C)S(C)(=O)=O | -7 | 15 | 7 | 11 | 2 | -11 | 2 | -2 | -5
Cc1ccc2nc(SCC(=O)c3c(N)n(C4CC4)c(=O)[nH]c3=O)[nH]c2c1 | -10 | 9 | 11 | 2 | 3 | 2 | -2 | -11 | 2
Cc1cccc(N=Cc2cc(Br)cc(Cl)c2O)c1 | 5 | 0 | -2 | 1 | 6 | -2 | 1 | 5 | -3
C=CCn1c(SCC(=O)Nc2c(C)nn(Cc3ccccc3)c2C)nnc1C(O)c1ccccc1 (stereo unspecified) | -1 | -4 | 8 | 1 | 1 | -1 | 2 | -6 | 0
CC(=O)Nc1cccc(OC(=O)N2CCOCC2)c1 | -4 | 1 | 2 | 1 | 20 | 6 | -4 | -14 | -4
COc1ccc(N2CCN(C(=N)/C(C(C)=O)=C(\C)O)CC2)cc1 | 3 | 2 | 4 | 0 | 19 | 3 | 1 | 1 | -5
O=C(Nc1ccc(SC(F)F)cc1)C1CC(=O)N(Cc2ccccc2)C1 (stereo unspecified) | -7 | 7 | 4 | 6 | 3 | -2 | -3 | 3 | -3
CCc1c(C)c(C#N)c2nc3ccccc3n2c1NCc1ccccn1 | -2 | 7 | 3 | 2 | -1 | -4 | -2 | -8 | -5
CC(C)n1nnnc1SCC(=O)NNC(=O)C1CCCCC1 | 0 | -2 | 5 | 2 | 4 | -2 | 3 | -23 | -1
CCOC(=O)Cc1ccc(Nc2nc(NC)nc3ccsc23)cc1 | 9 | 3 | -19 | 9 | 10 | -11 | 0 | 10 | -6
COc1ccc2nc(SCC(=O)NCc3ccc(F)cc3)[nH]c2c1 | -1 | 8 | 4 | 4 | 3 | 0 | 0 | -5 | 0

2 consecutive entries already listed, for reference:
SMILES | CHRM4 antagonist | CHRM5 antagonist | M1 PAM | M4 ag | TAAR1 ag | M5 PAM | M5 ag | CHRM1 antagonist | M1 ag
CC(=O)Nc1cc[n+](CC(=O)c2cccc([N+](=O)[O-])c2)cc1 | 2 | -2 | 4 | 0 | 3 | 7 | -1 | -12 | -8
O=C(CS(=O)(=O)c1ccc(Cl)cc1)NCCS(=O)(=O)c1ccc(Cl)cc1 | -11 | 4 | 2 | 4 | 4 | -7 | 1 | -6 | -3

Not all compounds are listed; the hit share may differ from the screen's.
